Screens deposited in PubChem BioAssay by several laboratories.
STAT3 act: STAT3 signaling activation; U3A cells, IL-6 STAT3-luciferase reporter, luminescence; 100% = signal with IL-6 EC80 alone; activation (% of control), % at 5.6 µM; actives 0.91% (n = 190,000);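 active = activation above the screen-wide mean of compound activation plus 3 SD, cut at about 130% in these data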;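 also: 0% = background luminescence of wells with medium and substrate only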
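Material: STAT3-luciferase reporter U3A cells. Controls: IL-6-treated wells, 100% activation. Read-out: % activation versus median of IL-6-stimulated wells. Probe or stimulus: IL-6 stimulus at 33 ng/mL final. Timing: compound 1 h, then IL-6 6 h at 37 °C. Signal: reporter luminescence signal.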
S1P3 antagonist: S1P3 (human) receptor antagonism. AID 485. inhibition, % at 4.98 µM. actives 0.27% (n = 170,000). Q99500. CHO S1P3 NFAT-BLA reporter, FRET fluorescence, antagonist mode;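 active = inhibition above the plate cutoff, the mean inhibition of test wells on that plate plus 3 SD, cut at about 28% in these data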;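 also: cells challenged with S1P at its EC80 of 0.8 µM; blue over green emission ratio from cleaved BLA substrate after 4 h stimulation; 0% = S1P-stimulated wells and 100% = unstimulated DMSO-only wells; some compounds past the cut are filed as inactive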
ROMK primary: modulates human ROMK potassium channel activity. P48048. Tet-inducible ROMK, thallium flux fluorescence; actives lie on both sides. B-score at 10 µM. actives 2% (n = 130,000). AID 1918;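 active = signal ratio slope over the read window, or its plate-corrected B-score, at least 3 SD from the plate mean, either direction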;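 also: B-score of the F/F0 ratio slope over 7 to 12 s after thallium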
Target sequence (P48048 whole entry, looked up): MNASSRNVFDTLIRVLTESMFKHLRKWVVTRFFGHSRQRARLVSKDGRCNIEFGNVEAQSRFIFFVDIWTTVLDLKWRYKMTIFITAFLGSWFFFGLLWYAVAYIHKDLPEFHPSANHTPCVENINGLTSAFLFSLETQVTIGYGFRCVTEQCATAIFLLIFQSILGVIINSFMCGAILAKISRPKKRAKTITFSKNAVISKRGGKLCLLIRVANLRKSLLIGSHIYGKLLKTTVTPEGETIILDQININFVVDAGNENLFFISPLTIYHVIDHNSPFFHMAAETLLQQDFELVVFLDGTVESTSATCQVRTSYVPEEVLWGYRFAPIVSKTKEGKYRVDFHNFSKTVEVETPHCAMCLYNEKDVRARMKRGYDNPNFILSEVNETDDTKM
RAM inhibit: inhibitors of the yeast RAM network; S. cerevisiae dse1pr::URA3 reporter, 5-FOA growth OD615, 2 d; analog-sensitive cbk1-as2 kinase mutant strain; inhibition, % at 50 µM; actives 1.8% (n = 190,000); AID 868;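 active = inhibition above a set limit, 3 SD over mean compound inhibition, cut at about 8.4% in these data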;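 also: 0% = DMSO-only wells with no growth and 100% = 10 µM 1-NA-PP1 full growth; inhibition rescues growth on 5-FOA so higher OD means more RAM inhibition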
SRC2 TRFRET art: TR-FRET artefact, counter-screen to PPARgamma/SRC-2 agonist assay; AID 1049; hits give high values; actives 0.4% (n = 200,000); TR-FRET ratio at 8 µM; in the data active = TR-FRET ratio above about 2000; also: inactives centre near 1500
TLR4-MyD88 BLA: blocks binding of human TLR4 to MyD88; O00206+Q99836; HeLa CL3-4 TLR4/MyD88 BLA complementation, FRET ratio; inhibition, % at 8.4 µM; actives 0.18% (n = 200,000); in the data active = inhibition above about 25%;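 also: 0% = vehicle and 100% = reference inhibitor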
STAT1 blocker: reduces IFN-gamma driven STAT1 reporter signal; actives 0.35% (n = 200,000); inhibition, % at 5.5 µM; NIH 3T3 STAT1-luciferase reporter, luminescence;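 active = inhibition above a set limit, the mean inhibition across all tested compounds plus 3 SD, cut at about 34% in these data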;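 also: 0% = IFN-gamma with DMSO and 100% = IFN-gamma with 300 µM nifuroxazide; values of inactives mirror those of a sister screen read the other way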
PPARg SRC-2 ag: agonists of SRC-2 recruitment by human PPARgamma; PPARgamma LBD-SRC-2 recruitment, biochemical; P37231; activation, % at 8 µM; AID 1032; actives 0.34% (n = 200,000); in the data active = activation above about 22%;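 also: 0% = vehicle and 100% = reference agonist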
Target sequence (P37231 whole entry, looked up, the tested form may be a part): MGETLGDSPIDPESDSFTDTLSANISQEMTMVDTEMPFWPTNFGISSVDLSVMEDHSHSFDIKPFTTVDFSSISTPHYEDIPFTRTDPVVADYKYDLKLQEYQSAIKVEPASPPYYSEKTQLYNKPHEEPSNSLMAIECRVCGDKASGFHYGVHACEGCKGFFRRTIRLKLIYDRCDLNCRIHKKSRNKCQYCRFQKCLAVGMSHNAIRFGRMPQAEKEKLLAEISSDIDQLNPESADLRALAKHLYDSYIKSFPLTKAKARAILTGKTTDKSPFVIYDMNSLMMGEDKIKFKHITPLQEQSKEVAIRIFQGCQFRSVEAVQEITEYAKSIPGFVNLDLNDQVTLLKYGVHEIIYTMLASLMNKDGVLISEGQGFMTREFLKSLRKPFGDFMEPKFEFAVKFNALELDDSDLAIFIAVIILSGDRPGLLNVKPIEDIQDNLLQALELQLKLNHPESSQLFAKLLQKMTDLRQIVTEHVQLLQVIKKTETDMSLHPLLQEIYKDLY
PPARg SRC-3 ag: agonists of human PPARgamma SRC-3 coactivator recruitment; P37231; biochemical PPARgamma/SRC-3 coactivator recruitment assay; activation, % at 8 µM; actives 0.26% (n = 200,000); in the data active = activation above about 23%;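 also: 0% = DMSO and 100% = reference agonist; some compounds past the cut are filed as inactive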
PPARg SRC-1 ag: PPARgamma-driven SRC-1 recruitment agonism; actives 0.41% (n = 200,000); PPARgamma-SRC-1 coactivator recruitment biochemical assay; activation, % at 8 µM; P37231; in the data active = activation above about 19%;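 also: 0% = DMSO and 100% = reference agonist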
STAT3 inh: inhibitors of IL-6 induced STAT3 signaling. U3A cells, IL-6 STAT3-luciferase reporter, luminescence; host cell line lacks STAT1. inhibition, % at 5.5 µM. actives 0.89% (n = 190,000). AID 862;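 active = inhibition above the mean inhibition across all screened compounds plus 3 SD, cut at about 44% in these data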;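 also: 0% = DMSO only wells and 100% = 100 µM nifuroxazide control wells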
* marks the source's active call; other numbers are inactive results; · = no result given.

SMILES	STAT3 act	S1P3 antagonist	ROMK primary	RAM inhibit	SRC2 TRFRET art	TLR4-MyD88 BLA	STAT1 blocker	PPARg SRC-2 ag	PPARg SRC-3 ag	PPARg SRC-1 ag	STAT3 inh
COC(=O)c1cc(/C=C/c2ccccc2)on1	99	6	0.92	0.9	1491	14	2	-3	8	4	8
CN1CCN(c2ccc(Cl)cc2NC(=O)/C=C/c2cccc(F)c2)CC1	102	6	0.14	0.9	1530	5	-3	13	-1	6	-1
C=CCOc1ccc(C=Nc2ccc(C)c(Cl)c2)c(O)c1	102	3	0.12	0.7	1637	-21	-4	0	0	9	-5
CN(C)CCCN=c1cc(-c2ccccc2)oc2ccc(Cl)cc12	104	-8	0.31	-0.1	1534	-6	-54	-2	2	1	-1
CN(c1ccccc1C(=O)Nc1ccc(S(=O)(=O)N2CCCCC2)cc1)S(C)(=O)=O	98	-22	-0.74	0.3	1678	-11	7	2	10	-3	2
N=c1n(CCO)c2ccccc2n1CCOc1ccc(Cl)cc1Cl	100	36	·	0.6	1465	-8	0	4	0	8	8
Cc1ccccc1OCCCC(=O)Nc1ccc(Br)cc1	90	·	·	1.1	1547	-8	2	0	13	9	19
COC(=O)C(CC(C(=O)OC)C(=O)OC)C(=O)OC	107	·	·	0.1	1511	6	-2	2	-4	-1	-8
O=C(CCN1C(=O)COc2ccccc21)NCCCN1CCN(c2ccc(F)cc2)CC1	90	-4	·	-0.1	1465	3	8	0	5	5	20
COc1ccc(C(=O)Nc2ccc(OCc3ccccc3)cc2)cc1[N+](=O)[O-]	84	·	-0.18	0.5	1598	9	1	1	12	5	25
COc1ccc(N2C(=O)S[C@@H]3CS(=O)(=O)C[C@@H]32)cc1	98	4	-0.11	2.5	1522	-6	-8	1	0	9	6
CCc1cccc(N=c2c([N+](=O)[O-])nn(-c3ccc(Cl)cc3)n2O)c1	100	·	-0.56	2.4	1434	2	0	6	-2	8	-3
O=C(CCN1C(=O)c2ccccc2C1=O)N(CCO)Cc1ccccc1	100	·	·	-0.3	1391	-9	4	-9	4	-3	4
CC1SCC(=O)N(CC(=O)NC2CCCCC2)C1=O (configuration not stated)	104	-6	-1.2	0.6	1699	10	7	5	2	2	8
CC(/C=C/c1cccc([N+](=O)[O-])c1)=N\NC(=O)c1ccncc1	99	-11	-0.19	-0.9	1641	-4	13	7	10	6	2
CCOC(=O)c1cc(-c2cccnc2)nn1-c1ccccc1	107	0	0.42	-1.3	1553	-14	4	6	1	7	-6
O=C(NCc1ccccc1)C(=O)NCC1OCCN1C(=O)c1cccs1 (configuration not stated)	88	-5	·	0.4	1520	14	0	-2	-4	-4	16
O=C(COC(=O)C1CC(=O)N(Cc2ccco2)C1)c1ccc(OC(=O)c2ccccc2)cc1 (configuration not stated)	109	·	-0.017	5.8	1425	-2	-20	-5	-5	0	-9
CCOc1ccc(-c2cc(C(=O)NN3CCN(C)CC3)c3cc(Cl)ccc3n2)cc1	102	-16	·	1.0	1478	-6	-3	10	4	8	-3
O=C(O)CC(c1ccc(Cl)cc1)n1cccc1 (configuration not stated)	107	-17	·	0.1	1771	-9	3	10	-1	1	-6
CC12CC3CC(C)(C1)CC(CN)(C3)C2	103	·	·	0.1	1603	6	6	11	3	6	1
CC(C)c1ccccc1NC(=O)COC(=O)/C=C/c1cccc([N+](=O)[O-])c1	101	-6	·	4.4	1548	0	2	5	4	-3	-6
COC(=O)Cc1ccc(NC(=S)NN2CCOCC2)cc1	94	5	·	0.1	1669	3	1	-4	-7	2	3
O=C(N/N=C/C=C/c1ccccc1[N+](=O)[O-])c1cc(-c2cccnc2)nc2ccccc12	91	16	0.82	6.4	1594	1	10	5	4	0	13
CCOC(=O)C1CCCN(C(=O)CCCn2nc(C)n3c(cc4sccc43)c2=O)C1 (configuration not stated)	96	-15	·	1.7	1679	14	10	-1	-3	0	10
CC(OC(=O)c1c2c(nc3ccccc13)/C(=C\c1ccc3c(c1)OCO3)CCC2)C(=O)Nc1ccc(S(N)(=O)=O)cc1 (configuration not stated)	112	3	·	5.1	1507	12	-5	-6	-4	-4	-11
CCCC(=O)Nc1ccccc1NC(=O)c1ccc(OCC)c(OCC)c1	105	-7	0.92	3.8	1461	-5	-2	-3	-1	5	-1
O=C1CSC(c2ccc(Cl)cc2)N1C1CCCCC1 (configuration not stated)	97	·	-1.8	-0.9	1613	-1	4	5	2	4	3
CCC1SC(CC)C(=O)N(CC(=O)Nc2ccc3c(c2)OCO3)C1=O (configuration not stated)	96	-8	·	0.5	1573	8	-11	3	0	2	8
CCOC(=O)CSc1nnc(Cn2c(=O)sc3ccccc32)n1-c1ccccc1C	102	3	·	0.6	1694	-2	7	4	4	4	-2
CC(NC(=O)CCC(=O)NC(C)C1COc2ccccc2O1)C1COc2ccccc2O1 (configuration not stated)	98	-1	-1.4	2.6	1479	-8	3	0	8	2	4
O=c1[nH]c(/C(Cl)=C/c2cccc(C(F)(F)F)c2)nc2cc(Cl)ccc12	103	-6	0.013	2.8	1604	-1	-1	9	1	1	0
CCCSc1nc(=S)n(Cc2ccccc2)c(C)c1C(C)=O	114	-7	0.12	-0.4	1609	11	10	4	-2	-3	-12
O=[N+]([O-])c1ccccc1S(=O)(=O)Oc1ccc(/C=N/n2cnnc2)cc1	100	-10	-0.41	0.0	1846	-11	5	8	2	5	-2
COc1ccc(-c2[nH]ncc2CN(C)CC2CCCCO2)cc1F (configuration not stated)	102	2	0.028	1.5	1355	-14	2	-5	2	2	-1
CCC(=O)Nc1ccc2c(c1)nc(CN1CCN(C(C)=O)CC1)n2C	97	·	·	-0.2	1466	6	2	1	-2	-2	11
COc1cc(NC(=O)c2cc3nc(C4CC4)cc(C(F)(F)F)n3n2)c(OC)cc1Cl	102	·	-0.51	1.4	1465	10	-4	-2	4	-3	2
CC1CCCN(S(=O)(=O)c2ccc(C(=O)Nc3nnc(-c4ccccc4Cl)o3)cc2)C1 (configuration not stated)	108	5	·	5.6	1559	-10	15	-1	5	-4	-8
O=C(NN1C(=O)C2C3C=CC(C4CC34)C2C1=O)c1ccc(Cl)c(Cl)c1 (configuration not stated)	93	-4	·	1.4	1633	-5	4	7	4	0	4
COc1ccc(NC(=O)C(C)N2c3cccc4cccc(c34)S2(=O)=O)cc1OC (configuration not stated)	64	·	·	1.9	1532	-9	28	9	14	3	46*
CC1=C(C#N)C(c2ccc(O)cc2)C2=C(CCCC2=O)N1 (configuration not stated)	105	-3	0.0056	1.8	1414	2	0	-4	-5	-2	0
CC(=O)c1ccc(N=C2SCCCN2C(=O)C2CCCC2)cc1	101	-2	0.12	0.4	1450	-3	-1	1	4	4	3
NC(=O)COc1c(-c2ccccc2)oc2ccccc2c1=O	102	-8	·	0.0	1538	-33	-4	7	10	5	1
C/C(=N/N=C1/NC(=O)CC(C(=O)O)S1)c1ccccc1 (configuration not stated)	101	-4	·	2.4	1435	-7	13	-7	-5	-4	-2
CC(C)OC(=O)c1c2nc3ccccc3nc2n2c1[nH]c(=O)c1ccccc12	128	·	0.28	4.2	1602	5	8	-6	-5	-6	-33
Cc1cc(NC(=O)CCC(=O)N(c2ccc(F)cc2)C2(C(=O)NC3CCCCC3)CCCC2)no1	102	-12	·	0.3	1654	10	6	13	15	5	6
COc1ccccc1NC(=O)c1cnc(Nc2ccccc2OC)c2ccccc12	99	-3	0.12	0.3	1915	6	-5	-1	7	2	-2
O=C(C1=C[C@H](C2CCCCC2)C[C@H](OCc2ccc(CO)cc2)O1)N1CCN(Cc2ccc3c(c2)OCO3)CC1	·	-19	·	0.0	1502	-4	1	8	7	8	·
O=C(O)CCC(=O)NNC(=O)CCC1CCCCC1	103	-20	-0.18	0.8	1493	-12	6	1	-1	7	-5
C=CCn1c(C)c(C(C)=O)c(SC)nc1=S	98	-17	·	-1.2	1427	2	6	4	6	-3	7
COc1ccc(OCC(=O)O/N=C(\N)c2ccc(OC)c(OC)c2)cc1	99	-2	-0.26	3.1	1581	0	6	-12	-3	0	-2
CC1(C)CC(NCc2ccc3c(c2)OCO3)CCO1 (configuration not stated)	102	·	·	3.5	1471	-3	0	5	7	3	1
COC(=O)c1cccc(-c2ccc(/C=N/N3C(=O)C4C5C=CC(C6CC56)C4C3=O)o2)c1 (configuration not stated)	104	8	-2.5	2.3	1606	-11	-7	4	-1	1	2
COc1cc2nc(COc3ccc(C#N)cc3)n(CC#N)c(=O)c2cc1OC	88	-17	0.049	0.3	1579	10	8	5	4	6	15
CC1(C)CC(=O)C(C2=NC(C)(C)Cc3ccccc32)=C(O)C1	107	·	0.79	0.8	1498	1	5	1	-3	-5	-4
CN(C)c1cccc(C(=O)NC2CCCCCC2)c1	109	17	-0.012	-0.7	1616	6	-31	-1	-4	5	-10
COC(=O)C1=C(N)Oc2cc(C)n(CCN3CCOCC3)c(=O)c2C1c1cccnc1 (configuration not stated)	101	-25	·	1.3	1699	0	-7	9	1	1	2
COc1ccc(-n2c(CNC(=O)COc3ccc(Cl)cc3Cl)n[nH]c2=S)cc1	99	7	·	3.2	1446	12	1	-1	7	6	5
CCCCC(=O)NC(c1cccs1)c1cc(Cl)c2cccnc2c1O (configuration not stated)	103	14	0.9	6.8	1451	-1	10	-4	4	0	-1
O=C(NCc1ccccc1)c1cc(=O)c2ccccc2o1	102	-3	0.32	2.1	1467	-16	3	2	-2	-6	3

Structures listed so far containing a CF3 group:
SMILES	STAT3 act	S1P3 antagonist	ROMK primary	RAM inhibit	SRC2 TRFRET art	TLR4-MyD88 BLA	STAT1 blocker	PPARg SRC-2 ag	PPARg SRC-3 ag	PPARg SRC-1 ag	STAT3 inh
O=c1[nH]c(/C(Cl)=C/c2cccc(C(F)(F)F)c2)nc2cc(Cl)ccc12	103	-6	0.013	2.8	1604	-1	-1	9	1	1	0
COc1cc(NC(=O)c2cc3nc(C4CC4)cc(C(F)(F)F)n3n2)c(OC)cc1Cl	102	·	-0.51	1.4	1465	10	-4	-2	4	-3	2

Remaining list, next part
SMILES	STAT3 act	S1P3 antagonist	ROMK primary	RAM inhibit	SRC2 TRFRET art	TLR4-MyD88 BLA	STAT1 blocker	PPARg SRC-2 ag	PPARg SRC-3 ag	PPARg SRC-1 ag	STAT3 inh
Cc1cccc(NC(=O)CCSc2nncn2C)c1	97	·	1.1	-0.3	1550	-3	-7	9	9	5	6
COC(=O)c1ccc(NC(=O)NC2CCCCC2)cc1	107	-3	0.71	3.5	1489	-7	-25	-12	-3	0	-11
O=C(NC(Cc1c[nH]c2ccccc12)C(=O)O)c1ccco1 (configuration not stated)	107	·	0.24	-0.5	1456	-17	1	-2	3	-3	-7
COc1ccc(S(=O)(=O)N(C)c2ccc(C(=O)NCCC(C)C)cc2)cc1	97	·	-0.91	0.0	1513	-2	2	6	-4	1	4
O=c1cc(CSc2nnc(-c3ccco3)o2)c2ccccc2[nH]1	91	14	·	2.5	1432	13	-1	0	0	-4	17
